D1 PAM = human D1 dopamine receptor positive modulation; 0.036% of 360,000 active; P21728; AID 504651; HEK293 TREx D1 cells, calcium flux, dopamine EC20 potentiation; potentiation, % at 10 µM; in the data active = potentiation above about 30%; also: 0% is about no effect
Target sequence (P21728 whole entry, looked up): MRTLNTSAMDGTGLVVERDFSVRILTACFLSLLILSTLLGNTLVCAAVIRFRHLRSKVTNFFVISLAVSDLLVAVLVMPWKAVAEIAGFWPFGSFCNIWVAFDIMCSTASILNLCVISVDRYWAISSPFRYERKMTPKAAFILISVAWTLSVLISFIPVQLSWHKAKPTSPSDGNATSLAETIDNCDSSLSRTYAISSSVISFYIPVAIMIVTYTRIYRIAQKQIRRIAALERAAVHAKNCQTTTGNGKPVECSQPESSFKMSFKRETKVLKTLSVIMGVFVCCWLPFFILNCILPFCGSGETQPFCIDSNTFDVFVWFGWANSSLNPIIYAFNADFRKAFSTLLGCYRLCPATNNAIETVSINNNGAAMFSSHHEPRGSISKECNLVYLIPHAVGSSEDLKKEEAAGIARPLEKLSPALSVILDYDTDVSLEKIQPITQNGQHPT
Vif-A3G inh = inhibitors of Vif-APOBEC3G interaction | Q9HC16 | HeLa A3G-eYFP + Vif (tagged APOBEC3G with the HIV-1 protein that degrades it), YFP fluorescence, overnight | Potency, µM (doses to about 46.1 µM), for inactives: top-dose activity, negative = active, usual class: inhibitors | 0.076% of 410,000 active | AID 602310;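 also: potency is read from the fitted curve at half-maximal effect; % is scaled to controls: 0 for no effect and ±100 for the full control effect; nearly all actives have a fitted effect of over 60% in size; hits raise eYFP signal because A3G escapes Vif-driven loss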
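HeLa cells stably expressing Vif and C-terminally eYFP-tagged A3G, seeded overnight at 37 deg C, then exposed to compound by pintool overnight at 37 deg C. Rise in yellow fluorescence (Ex 488/Em 500-530, Acumen) marks blocked Vif-driven A3G degradation.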
LDHA inh = inhibitors of human lactate dehydrogenase A. P00338. purified LDHA, NADH/diaphorase-resazurin fluorescence; stronger effect = lower value. 0.15% of 480,000 active. AID 1347041. activity change, % (values are at about 110 or 230 µM); in the data active = activity change below about -30%; inconclusive = mostly about -25% to -30%;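 also: plate controls were DMSO wells for no effect and wells without enzyme for full effect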
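Remaining NADH was detected by diaphorase (0.133 mg/mL) converting 37 µM resazurin to fluorescent resorufin, read at 0 and 20 minutes. The preceding 5-minute room-temperature reaction used 2 nM LDHA, 0.2 mM sodium pyruvate and 0.06 mM NADH at pH 7.4.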
D2 potentiator = positively modulates the human D2 dopamine receptor allosterically; P14416; HEK293 T-REx D2, calcium flux, EC20 dopamine potentiation; potentiation, % at 10 µM; 0.34% of 340,000 active; AID 485347;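 active = potentiation over 3 SD above the plate norm, cut at about 30% in these data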; also: 0% is about no effect
Target sequence (P14416 whole entry, looked up): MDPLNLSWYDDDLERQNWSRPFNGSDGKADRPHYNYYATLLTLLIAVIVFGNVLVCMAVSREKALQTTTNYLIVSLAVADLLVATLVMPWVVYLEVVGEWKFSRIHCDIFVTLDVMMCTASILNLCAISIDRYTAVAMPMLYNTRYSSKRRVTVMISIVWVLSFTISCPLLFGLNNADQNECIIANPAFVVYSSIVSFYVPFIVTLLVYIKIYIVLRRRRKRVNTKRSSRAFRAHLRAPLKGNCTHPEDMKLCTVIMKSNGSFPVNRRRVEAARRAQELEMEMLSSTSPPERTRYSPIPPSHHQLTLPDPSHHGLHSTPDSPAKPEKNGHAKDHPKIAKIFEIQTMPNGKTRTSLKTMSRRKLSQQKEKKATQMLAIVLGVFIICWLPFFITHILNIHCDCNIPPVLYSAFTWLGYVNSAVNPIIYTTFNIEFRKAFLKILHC
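Potentiation of an EC20 dopamine calcium response is measured in a force-coupled, tetracycline-inducible Hek293 Trex D2 line. Compound-only kinetic reads over 180 s flag agonists before dopamine addition.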
D1 antag = human D1 dopamine receptor antagonism; HEK293 TREx D1 cells, calcium flux, dopamine EC80; stronger effect = lower value; AID 504652; 3.2% of 360,000 active; activity change, negative = inhibition, % at 10 µM; P21728; in the data active = activity change below about -30%; also: % is scaled to controls: 0 for no effect and ±100 for the full control effect
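After overnight tetracycline induction at 30 C, force-coupled D1 HEK293 cells took up a no-wash calcium dye at room temperature. Compounds were added and monitored 180 s, and the response to EC80 dopamine was then recorded.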
RXFP1 agonist = agonists of human relaxin receptor RXFP1; Q9HBX9; HEK293T-RXFP1 cAMP TR-FRET, 30 min; response scale: percent of porcine relaxin response, buffer zero; Potency, µM (top dose mostly 57.5 µM), for the others: top-dose activation, actives largely listed as activators; 0.3% of 370,000 active; also: potency is read from the fitted curve at half-maximal effect; % is scaled to controls: 0 for no effect and ±100 for the full control effect; nearly all actives have a fitted effect of over 60% in size; many of its hits are not listed in these tables
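Agonist response is measured as cAMP accumulation in an RXFP1-transfected HEK293T line under PDE4 inhibition. Values are scaled between buffer-only and 29 nM porcine relaxin, and EC50s come from standard Hill equation fits.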
Vif-A3F inh = blocks the Vif interaction with APOBEC3F. AID 602313. HeLa A3F-eYFP + Vif (tagged APOBEC3F with the HIV-1 protein that degrades it), YFP fluorescence increase. 0.2% of 390,000 active. Potency, µM (top dose mostly 46.1 µM), for the others: at the highest dose activity, negative = active; also: potency is read from the fitted curve at half-maximal effect; % of control where 0% means no effect; nearly all actives have a fitted effect of over 65% in size
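Fluorescence increase (Ex 488/Em 500-530) after overnight compound treatment at 37 deg C flags inhibition of Vif-driven A3F-eYFP loss in stable HeLa A3F-eYFP/Vif cells seeded overnight beforehand.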
D1 ag = activates the human D1 dopamine receptor; P21728; HEK293 T-REx D1 cells, calcium flux, agonist mode; activation, % at 2 µM; 1% of 360,000 active; in the data active = activation above about 30%; also: 0% is about no effect
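Tetracycline-induced HEK293 TREx D1 cells, force-coupled to calcium signalling, were dye-loaded with a no-wash calcium kit. Compound was pin-added after a 10 s baseline. Fluorescence was read kinetically at 1 cycle/s for 180 s, with calcium rises flagged as agonism.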
GRP78 ERSR act = inducers of ER stress response in human glioma cells; U87-MG GRP78 promoter luciferase reporter, 16 h; Potency, µM, inactives show at the highest dose activation, actives largely listed as activators; AID 602332; 0.02% of 420,000 active; also: potency is read from the fitted curve at half-maximal effect; series mostly up to about 76 µM; % of control where 0% means no effect; nearly all actives have a fitted effect of over 35% in size
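Stably transfected U87-MG human glioma cells carrying a GRP78-based luminescent sensor were seeded at 1000 cells/well, pin-dosed with compounds and incubated 16 h. Luciferase reagent was then added, and end-point luminescence was read after 10 min at room temperature.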
Starred values were filed as active, the others as inactive; ? = inconclusive; / = not tested or not shown; & = joins results of further samples. Unless noted, calls follow the shape of the dose curve; as a rule, active = well fitted curve in the direction sought with a large enough effect; inconclusive = small, poorly fitted or top-dose-only effect, or another doubt; inactive = no such curve, though single readings can be large; an effect the other way counts as inactive or inconclusive. The list is partial; the hit share may differ from the screen's.

Compound,Vif-A3F inh,LDHA inh,D1 antag,GRP78 ERSR act,D2 potentiator,RXFP1 agonist,D1 ag,D1 PAM,Vif-A3G inh
Cn1cc(CN2CCN(CCO)CC2)c(-c2ccc(Oc3ccccc3)cc2)n1,4.4%,0.3,-3.3,-0.6%,-2.9,3.6%,5.1,2.6,1.3%
O=C(CCCCn1ccc(=O)[nH]c1=O)Nc1ccc(O)c(C(=O)O)c1,4.5%,0.6,/,-0.5%,/,/,/,/,0.0%
CCOc1cc(/C=N/Nc2cccc(C(=O)O)c2)ccc1OCC(=O)N1CCCCC1,-2.8%,7.7,-3.7,-3.7%,-0.3,1.9%,0.9,0.6,-0.1%
Cc1cc[n+](CC(=O)Nc2ccccc2)cc1,-0.1%,-4.7,20.6,-3.4%,3.0,1.5%,0.8,0.8,2.0%
CC(Sc1cn(CCNC(=O)c2ccccc2F)c2ccccc12)c1ccccc1 (stereo not given),0.1%,-1.7,-3.4,-1.2%,6.2,-0.5%,2.0,-3.1,1.5%
Cc1ccccc1Cn1nnc2sc3c(c2c1=O)CCCC3,-0.2%,-0.1,7.0,0.1%,-0.3,-2.8%,1.2,-1.9,1.1%
COc1ccc(C2CC(c3ccc(OC)cc3)n3nc(NS(C)(=O)=O)nc3N2)cc1 (stereo not given),-2.1%,0.9,-4.2,0.9%,-5.3,0.1%,0.9,-1.6,2.8%
COc1cc(C(=O)NNC2=NC(C)(C)Cc3cc(C)c(C)cc32)cc(OC)c1OC,7.9%,-2.4,-14.0,0.3%,3.1,-0.3%,0.0,-8.8,-4.5%
CSc1nc(N)nc2c1ncn2CC(=O)N[C@H](CO)Cc1c[nH]c2ccccc12,9.5%,2.0,/,4.5%,/,/,/,/,-4.3%
Cc1csc2nc(COC(=O)CNC(=O)c3ccc(Cl)cc3)cc(=O)n12,0.8%,-6.2,14.0,-2.1%,4.9,17.1%,0.8,0.0,2.2%
Cc1cc2ccccc2n1CCNC(=O)c1ccc(F)cc1,3.8%,-9.1,-21.6,5.7%,-13.4,-9.9%,-0.9,-4.2,2.1%
C(=N\Nc1nn2cnnc2c2ccccc12)/c1ccco1,-12.8%,0.0,2.3,-8.6%,5.3,14.7%,-2.9,-1.9,2.4%

Compound,Vif-A3F inh,LDHA inh,D1 antag,GRP78 ERSR act,D2 potentiator,RXFP1 agonist,D1 ag,D1 PAM,Vif-A3G inh
COc1ccccc1NC(=O)CSc1n[nH]c(-c2cccnc2)n1,?,-0.6,5.3,1.4%,6.2,3.9%,0.0,1.1,-0.6%
CCc1cccc(CC)c1NC(=O)CN1C2CCCC1CC(NC(=O)Nc1cccc(OC)c1)C2 (stereo not given),-7.3%,-9.6,23.7,3.1%,-8.7,-2.1%,1.3,0.1,0.1%
CCOC(=O)C1CCCCN1C(=O)CCc1nnc(-c2ccc3c(c2)OCO3)o1 (stereo not given),-10.2%,-0.4,/,-1.7%,/,/,/,/,0.7%
CCN(CC)c1ccc(S(=O)(=O)N2CCCCC2)cc1NC(=O)C1CCC1,1.1%,-1.8,-9.9,-3.8%,-12.6,0.3%,9.4,-9.8,-1.6%
Cc1cc(NC(=O)COC(=O)CCNS(=O)(=O)c2cccc(C(F)(F)F)c2)no1,-3.6%,-6.4,28.4,-1.3%,-3.0,2.8%,-0.9,-4.5,3.7%
Cc1cccc(NC(=O)CCOc2ccccc2)c1C,?,-1.2,18.5,4.5%,-2.2,2.2%,-2.2,-0.5,1.5%
CCC(C)NC(=O)C1CCCN(S(=O)(=O)c2ccc3c(c2)CC(C)N3C(C)=O)C1 (stereo not given),2.7%,-1.8,7.3,-1.7%,-13.0,0.1%,0.4,-5.0,0.4%
CS(=O)(=O)c1ccc(-c2nnc(NC(=O)c3ccc(S(=O)(=O)N4CCCC4)cc3)o2)cc1,2.6%,-0.8,4.7,-6.4%,4.6,-0.1%,0.5,2.6,-0.5%
Cc1cc(C(=O)CN2C(=O)C(=O)N(C3CCCC3)C2=O)c(C)n1CCc1ccccc1,0.6%,0.5,-4.0,-6.9%,19.5,-0.7%,3.4,-1.6,1.8%
Cc1ccc(C2=Nc3ccccc3N(CC(=O)NCc3ccc(F)cc3)C(=O)C2)cc1C,-13.2%,-1.3,-1.7,1.7%,-3.6,-0.6%,2.9,-4.3,-0.8%
Cc1cc(C)cc(OCCSc2nc3ccc(NC(=O)COc4ccccc4)cc3s2)c1,-3.8%,-2.6,-1.1,0.5%,8.2,1.2%,14.5,-0.5,0.1%
COc1cc2c(C(=O)Nc3cc(OC)c(OC)c(OC)c3)cn(C)c(=O)c2cc1OC,-4.0%,-14.6,-22.8,-5.4%,-3.7,-1.6%,0.2,1.1,-4.9%

Compound,Vif-A3F inh,LDHA inh,D1 antag,GRP78 ERSR act,D2 potentiator,RXFP1 agonist,D1 ag,D1 PAM,Vif-A3G inh
Cc1ccc(/C=C/c2nnc(-c3cccc(C)c3)o2)cc1,-4.0%,-3.7,-1.9,-1.9%,-1.5,0.0%,4.5,0.3,-0.5%
Cc1nc2nc(-c3ccc(Cl)cc3)[nH]n2c(=O)c1C,/,/,-1.8,/,-8.2,1.6%,3.5,0.5,/
Cc1ccccc1NC(=O)C(=O)NCCc1ccccc1,6.0%,-9.3,5.5,-0.8%,-9.9,0.3%,1.2,-1.3,-0.4%
CCN1CCN(Cc2ccc(NC(=O)c3ccc(C)c(NC(=O)N4CCNC4=O)c3)cc2C(F)(F)F)CC1,-12.1%&-8.6%&-5.4%,2.3&1.2&0.8,-13.4&2.2,-2.4%&-3.2%&-5.1%,4.6&3.3,1.3%&-0.1%,1.0&1.7,-8.8&5.5,4.6%&4.9%&3.2%
Cc1ccc(NC(=O)CCOc2ccccc2)cc1S(=O)(=O)Nc1ccccc1Cl,-1.1%,-3.6,-17.2,-3.7%,-1.0,0.1%,3.3,-11.1,1.5%
Cc1onc(-c2ccccc2Cl)c1C(=O)N1CCN(c2ccccc2)CC1,-8.5%,-4.6,-13.6,-2.0%,14.2,0.7%,0.4,-8.4,?
Cc1cccc(NC(=O)c2sc(Cl)nc2-c2ccccc2)c1,-6.2%,-6.1,-8.7,1.6%,12.6,4.3%,-0.1,10.8,1.6%
Cc1cc(C)c2nc(NC(=O)C3CSC4(C)CCC(=O)N34)sc2c1 (stereo not given),?,1.1,7.8,4.9%,4.6,4.0%,2.0,-3.2,-8.8%
O=c1c2cc(Cl)ccc2nc(-c2ccc([N+](=O)[O-])cc2)n1O,-11.8%,-7.6,-3.2,-1.4%,-2.4,?,3.3,-0.8,4.1%
COc1ccc(NC(=O)CSc2nnc(-c3ccccc3)n2N)cc1,-18.0%,-5.8,9.7,-6.7%,-5.3,0.2%,-1.6,-3.5,2.1%
O=C(Nc1ccccc1)/C(=C/c1ccc([N+](=O)[O-])cc1)NC(=O)c1ccco1,?,-4.1,3.4,-4.3%,13.7,-1.1%,9.1,-6.9,3.4%
Cc1ccc(NC(=O)CCC(=O)n2nc(C)cc2C)c(C)c1,-0.6%,-7.1,-7.3,-2.8%,-0.3,1.4%,0.9,-3.7,0.6%

Compound,Vif-A3F inh,LDHA inh,D1 antag,GRP78 ERSR act,D2 potentiator,RXFP1 agonist,D1 ag,D1 PAM,Vif-A3G inh
C/C(=N/NC(=O)CNS(=O)(=O)c1ccc(C)cc1)c1cccc([N+](=O)[O-])c1,-2.1%,-5.5,4.8,-4.1%,9.4,0.9%,-0.4,-14.6,-1.2%
CCCOc1ccc(S(=O)(=O)N2C(=O)CC(=O)N(Cc3ccc(OCC)cc3)C2=O)cc1,4.0%,-8.5,6.1,0.8%,-5.9,-0.2%,6.8,-7.8,-0.6%
COc1cc(C2NC(=O)NC(C)=C2C(=O)OCc2ccc(C)cc2)cc(OC)c1O (stereo not given),0.8%,6.5,16.8,0.3%,22.5,5.8%,2.4,-6.5,-0.3%
COc1cccc(N(CC(=O)NCCSc2ccccc2)S(C)(=O)=O)c1,0.5%,-5.7,7.0,-3.3%,-11.8,1.1%,5.0,2.5,2.0%
CC1CN(C(=O)N2CCC(C(=O)NCCC3=CCCCC3)CC2)c2ccccc2O1 (stereo not given),0.0%,-4.7,-3.7,-0.4%,15.6,0.6%,6.5,1.1,0.5%
CC(Nc1nc(N2CCCCC2)nc2ccccc12)c1ccccc1 (stereo not given),-23.8%,0.0,-15.2,-4.1%,-34.8,0.0%,13.4,-9.3,-7.8%
COc1ccccc1N=c1c2c([N+](=O)[O-])cc([N+](=O)[O-])cc2n(O)n1-c1ccccc1OC,/,/,-19.0,/,1.3,-2.1%,4.3,-4.8,/
CN(C)S(=O)(=O)N1CCCC(C(=O)c2ccc(C(F)(F)F)cc2)C1 (stereo not given),9.9%,3.6,-1.1,-4.4%,7.9,0.2%,2.6,-5.3,2.9%
COc1ccccc1CNC(=O)c1ccc(N2Cc3cccc(OC)c3Oc3ncccc32)s1,1.2%,-6.1,-9.0,-3.6%,-0.6,17.3%,2.3,-6.2,3.1%
Cc1nc(N2CCN(C(=O)CCC(=O)O)CC2)c2c(C)c(C)sc2n1,0.0%,-4.0,1.2,-3.5%,-26.6,4.4%,3.1,-3.5,-1.7%
COC1=CC(=Cc2c(N)n3nc(CC(=O)N4CCCCC4)sc3nc2=O)C=C(OC)C1=O,5.5%,9.2,9.1,-2.3%,6.7,4.5%,61.7*,1.2,11.4%
CCn1c(SCC(=O)Nc2cc(C)on2)nc2c(c1=O)SC(C)C2 (stereo not given),-2.8%,-8.0,-11.1,-2.2%,10.6,-0.6%,1.9,-3.5,-5.6%
COCCn1c(=O)[nH]c2cc(C(=O)Nc3cc(OC)c(OC)c(OC)c3)ccc2c1=O,-11.5%,-1.8,2.2,0.2%,-2.7,1.4%,1.8,-4.0,-8.9%
O=C(Nc1cccc(Cl)c1)c1cc(N=Nc2ccc([N+](=O)[O-])cc2Cl)ccc1O,-8.2%,-46.3*,-53.7*,-2.0%,8.1,-1.0%,20.8,-9.1,3.4%

Assay outcomes (PubChem BioAssay)
